H69AR growth 86K: blocks growth of human H69AR lung tumor cells; AID 598; hit rate 6% among 85,000; viability, % at 10 µM; H69AR lung tumor viability, ATP luminescence, 72 h; stronger effect = lower value;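 active means viability at or below 40%; inactive means viability above 40%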;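 further: multidrug resistant small cell line overexpressing MRP-1 efflux transporter; 100% = mean luminescence of untreated control wells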
PTK2B oligo ant: blocks oligomerization of human Pyk2 in cells. Q14289. Q293 cells, Pyk2 FERM NanoBiT luminescence; stronger effect = lower value. z-score (the deposit names both 25 µM and 10 µM). hit rate 0.83% among 99,000;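 active means Z-score of -3 or lower, scaled per plate to the spread of control and sample wells; inactive means z-score above -3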;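 further: negative z-score means lost luminescence so less FERM oligomerization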
HUVEC tox IL1B: HUVEC cytotoxicity counter-screen, IL-1B stimulated. HUVEC cell count loss, Hoechst imaging. cell count reduction, % at 2 µM. hit rate 0.41% among 94,000. AID 845;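 active means cell count reduction more than 3 SD above the screen-wide mean, cut at about 70% in these data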;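 further: normalized per plate to untreated control cells as the no-loss baseline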
HUVEC inhibit: blocks proliferation of human endothelial cells. viability, % at 10 µM (by protocol). AID 648. HUVEC proliferation, CellTiter-Glo luminescence, 72 h; stronger effect = lower value. hit rate 1.1% among 86,000;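 active means viability at or below 30%; inactive means viability above 30%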;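 further: 100% = median luminescence of DMSO-only cell control wells on each plate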
F-actin modifier: cytoskeleton assembly modification. HUVEC TNFa F-actin phalloidin imaging, high content. inhibition, % at 2 µM. hit rate 0.18% among 91,000. AID 836;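 active means inhibition above the batch mean plus 3 SD and confirmed as a hit by visual image inspection, cut at about 30% in these data, passing the limit was not always enough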; further: strong numbers were not always called active
HUVEC tox TNFa: HUVEC cytotoxicity counter-screen, TNF alpha stimulated. HUVEC TNFalpha-stimulated, Hoechst cell count, imaging. cell count reduction, % at 2 µM. hit rate 0.17% among 93,000;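 active means cell count reduction exceeding the screen mean by over 5 SD, scaled to untreated wells per plate, cut at about 78% in these data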;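 further: cells counted after 24 h of TNF alpha exposure following the 1 h pretreatment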
VCAM1 TNFa inh: reduces TNF alpha induced VCAM1 expression in HUVEC; inhibition, % at 2 µM; HUVEC TNFa-induced VCAM-1 immunofluorescence, high-content imaging; AID 802; hit rate 0.48% among 95,000;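 active means inhibition above the batch mean plus 3 SD, with images confirmed as a hit by eye, cut at about 37% in these data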;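 further: 0% = TNF-stimulated DMSO wells and 100% = unstimulated control wells; not every result past the cut was called active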
Fibroblast inh: blocks proliferation of human lung fibroblasts; LL 47 human lung fibroblast viability, ATP luminescence; stronger effect = lower value; viability, % at 10 µM; hit rate 1.1% among 85,000; AID 719;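 active means viability at or below 50% in the single dose screen; inactive means viability above 50%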;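 further: compound exposure lasted 72 h before the ATP readout; 100% = median luminescence of untreated cell-only wells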
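Material: Human LL 47 lung fibroblast cells | Input: 1,150 cells/well | Buffer or medium: IMEM plus 15% FBS | Compound dosing: 0.1% DMSO in all compound wells | Times: Overnight cell rest, 72 h compound treatment at 37 °C | Signal: CellTiter-Glo luminescence measuring cellular ATP | Measure: % viability versus median cells-only luminescence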
Smad3 inh: blocks human Smad3 binding to FoxH1 peptide; TR-FRET Smad3/Dy647-FoxH1 peptide binding, europium anti-His; inhibition, % at 25 µM; hit rate 0.29% among 88,000; AID 630;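 active means compounds that reduce the energy-transfer binding signal between the protein and its labelled peptide by more than half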;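 further: 0% = Smad3 plus labelled peptide maximal FRET and 100% = peptide-only background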
Target sequence (P84022 whole entry, looked up): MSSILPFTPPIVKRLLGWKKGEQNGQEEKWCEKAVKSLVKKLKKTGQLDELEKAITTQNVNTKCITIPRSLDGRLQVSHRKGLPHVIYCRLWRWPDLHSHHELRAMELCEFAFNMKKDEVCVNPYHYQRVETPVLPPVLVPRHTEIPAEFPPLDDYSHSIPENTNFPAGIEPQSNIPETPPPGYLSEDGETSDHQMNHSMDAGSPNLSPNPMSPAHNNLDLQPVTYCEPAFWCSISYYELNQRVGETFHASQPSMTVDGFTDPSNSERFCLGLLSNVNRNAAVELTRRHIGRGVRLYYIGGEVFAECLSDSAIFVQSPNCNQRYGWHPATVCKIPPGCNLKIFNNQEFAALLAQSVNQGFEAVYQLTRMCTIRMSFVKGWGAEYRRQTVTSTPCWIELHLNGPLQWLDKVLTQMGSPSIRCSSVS
An asterisk follows results filed as active; . = not tested or not shown; [ ] = another dose, or the depositor's remark. Only part of the results is shown, so the mix of outcomes need not match the whole.

SMILES	H69AR growth 86K	PTK2B oligo ant	HUVEC tox IL1B	HUVEC inhibit	F-actin modifier	HUVEC tox TNFa	VCAM1 TNFa inh	Fibroblast inh	Smad3 inh
Cc1cc(C(=O)OCC(=O)NCc2ccco2)c(C)n1-c1ccccc1	30*	-0.04	.	40	.	.	.	61	-6
Cc1cccc(NC2=CC(=O)OC(C)C2)c1 (stereo not drawn)	.	1.2	7	.	18	-31	-14	.	.
CCOc1ccc(S(=O)(=O)Nc2cccc(OC)c2)cc1	38*	-1.4	3	88	-23	-16	26	95	0
CN(C)S(=O)(=O)N1CCN(S(=O)(=O)N(C)C)CC1	89	0.02	3	107	-22	15	0	96	-3
O=C(NCCN1C(=O)C2C3C=CC(C3)C2C1=O)N1CCCCC1 (stereo not drawn)	96	.	18	102	-19	24	-11	92	-10
COc1ccc(OC)c(C(O)c2coc3ccc(O)c(CN4CCOCC4)c23)c1 (stereo not drawn)	98	0.83	.	92	.	.	.	98	7
COc1cc(NS(C)(=O)=O)c(OC)cc1NC(=O)c1cccc(F)c1	91	1.2	0	94	16	19	-2	115	2
Cc1nnc(NC(=O)CSc2nnc(CNC(=O)C34CC5CC(CC(C5)C3)C4)n2C2CCCCC2)s1	84	.	-45	93	-10	-8	4	101	12
CCC(CC)C(=O)Nc1cc(OC)c(OC)cc1C(=O)O	91	-0.19	0	93	0	-5	-11	107	11
Cc1cccc(OCc2nc(-c3nonc3N)no2)c1C	91	0.82	.	107	.	.	.	.	8
COc1ccc(NC(=O)CN2CCC(C)CC2)c([N+](=O)[O-])c1	.	-0.99	-35	.	-12	21	12	.	.
O=C(Nc1ccc2snnc2c1)N1CCN(c2ccccc2)CC1	80	0.38	-3	113	24	-20	10	99	1

Some of these compounds in order of length of the SMILES, highest first.
SMILES	H69AR growth 86K	PTK2B oligo ant	HUVEC tox IL1B	HUVEC inhibit	F-actin modifier	HUVEC tox TNFa	VCAM1 TNFa inh	Fibroblast inh	Smad3 inh
COc1ccc(OC)c(C(O)c2coc3ccc(O)c(CN4CCOCC4)c23)c1 (stereo not drawn)	98	0.83	.	92	.	.	.	98	7
COc1ccc(NC(=O)CN2CCC(C)CC2)c([N+](=O)[O-])c1	.	-0.99	-35	.	-12	21	12	.	.
O=C(NCCN1C(=O)C2C3C=CC(C3)C2C1=O)N1CCCCC1 (stereo not drawn)	96	.	18	102	-19	24	-11	92	-10

Full records, looked up by structure. Order of screens: H69AR growth 86K, PTK2B oligo ant, HUVEC tox IL1B, HUVEC inhibit, F-actin modifier, HUVEC tox TNFa, VCAM1 TNFa inh, Fibroblast inh, Smad3 inh
Results for Cc1cccc(NC2=CC(=O)OC(C)C2)c1 (stereo not drawn) → ., 1.2, 7, ., 18, -31, -14, ., .
Results for Cc1cccc(OCc2nc(-c3nonc3N)no2)c1C → 91, 0.82, ., 107, ., ., ., ., 8
Results for O=C(NCCN1C(=O)C2C3C=CC(C3)C2C1=O)N1CCCCC1 (stereo not drawn) → 96, ., 18, 102, -19, 24, -11, 92, -10

(cont.)
SMILES	H69AR growth 86K	PTK2B oligo ant	HUVEC tox IL1B	HUVEC inhibit	F-actin modifier	HUVEC tox TNFa	VCAM1 TNFa inh	Fibroblast inh	Smad3 inh
COc1ccc(NC(=O)Nc2ccccc2C(N)=O)cc1OC	98	-0.43	-37	94	-19	35	14	103	18
COc1cccc(CNc2nc3ccccc3n2CCN2CCCCC2)c1OC	.	0.56	3	.	-20	36	34	.	.
COc1ccc(-n2c(/C=C(\C)O)nc(=O)c3c(C)cc(C)nc32)cc1	82	-0.45	-2	84	-6	-6	-2	98	6
O=C(NCCc1ccc2c(c1)OCCO2)c1cc2ccccc2o1	134	1.4	-5	85	-16	-8	-7	93	-1
Cc1nc2ccccc2nc1N1CCOCC1	99	-0.28	15	97	-16	2	-1	94	-6
Cc1ccc(-c2csc(N/N=C/C=C/c3ccccc3)n2)cc1	.	0.3	20	.	-4	14	5	.	.
CCCn1nnc(NCc2ccc(OCc3cccs3)c(OC)c2)n1	106	-0.95	-8	107	17	-10	19	106	-3
CCC(Oc1ccccc1)C(=O)Nc1ccccc1OC (stereo not drawn)	95	-1.2	-2	95	-20	-4	3	95	-6
CCCOc1ccc(C(=O)NC(=S)Nc2nc3ccc(C)cc3s2)cc1	.	.	-8	.	8	0	0	.	.
N#CC1=C(N)Oc2nc(-c3ccccc3)[nH]c2C1c1cccnc1 (stereo not drawn)	89	0.27	29	106	-15	13	0	103	7
CCN1CCN(CC(=O)Nc2c(C(=O)OC)[nH]c3cccc(Cl)c23)CC1	95	.	-28	90	19	-23	-11	100	-1
COCCNC(=O)C(c1cccs1)N(Cc1ccccc1)C(=O)Cn1nnc2ccccc21 (stereo not drawn)	108	-1.1	10	101	-3	-12	11	108	-1
COc1ccc(C2CC(C(F)(F)F)n3nc(CO)c(Cl)c3N2)cc1OC (stereo not drawn)	93	2	6	100	-23	-42	-2	99	-9
Cc1ccc(C(=O)CN2CCC(NC(=O)C3CCCCC3)CC2)cc1	97	1.1	-14	83	8	-9	1	105	-3
Cc1c(Br)ccc(NC(=O)CCN2C(=O)C3C4CCC(C4)C3C2=O)c1C (stereo not drawn)	.	0.09	8	.	2	-50	2	.	.
O=C(CN(C(=O)CCC(=O)Nc1nccs1)c1ccc(F)c(Cl)c1)NCc1ccco1	88	-1	.	87	.	.	.	101	5
CC(=O)Nc1ccc(S(=O)(=O)NC2=NCN(CCOC(=O)c3ccccc3)CN2)cc1	87	-0.77	16	93	1	-10	3	112	0
COc1ccccc1NC(=O)Cc1noc(CSc2nnc(C)s2)n1	103	0.5	10	96	1	-15	0	103	4
CC(C)Sc1nnc(Cn2c(=O)sc3ccccc32)n1-c1ccccc1	102	.	.	84	.	.	.	94	2
O=C(NC1CC1)c1ccc(COc2ccc(F)cc2)o1	100	-0.01	-18	116	-17	-8	10	102	0
Nc1ncnc(Nc2cccc(C(F)(F)F)c2)n1	79	-0.39	-9	104	-19	0	9	100	1
O=C(NCc1cccc(CNC(=O)c2ccco2)c1)c1ccco1	102	0.32	-2	111	-6	-34	3	105	3
CCCCOc1cccc(C(=O)N(Cc2ccco2)C2CCS(=O)(=O)C2)c1 (stereo not drawn)	80	0.8	11	95	-12	16	-6	93	0
O=C(COC(=O)c1ccc(S(=O)(=O)N2CCc3ccccc3C2)cc1)NC(=O)NCc1ccco1	18*	0.05	24	91	-6	-4	0	109	-2
CCOC(=O)c1cnn2c(C(F)(F)F)cc(-c3ccccc3)nc12	67	0.27	.	97	.	.	.	96	20[fluorescence artefact?]
COc1ccc(-c2cc(C(F)F)nc(-n3nc(C)cc3C)n2)cc1	88	-0.17	-45	86	0	-41	-41	82	1
CC1CCCN(C(C(=O)Nc2ccc(C(C)C)cc2)c2ccc3c(c2)OCO3)C1 (stereo not drawn)	60	.	-5	97	-4	-14	4	95	-2
COC(=O)c1ccc(Cn2nc(C(F)(F)F)cc2C)cc1	95	0.21	-19	107	-21	-14	-1	102	-4
Cc1nn(-c2cc(N3CCOCC3)ccc2[N+](=O)[O-])c(=O)c2ccccc12	101	-1.4	.	91	17	-30	-7	96	5
Cc1ccc(C(=O)O/N=C/c2c(Cl)n(C)c3ccccc23)cc1	.	-0.02	-9	.	14	2	16	.	.
CCC1(C)Cc2ccccc2-c2nc3n(c(=O)c21)CCCCC3 (stereo not drawn)	79	-1.4	.	97	.	.	.	97	5
CCCN1CCN(CCCNC(=O)c2cc3c(=O)n(C)c4ccccc4c3n2C)CC1	92	.	-6	86	5	-10	23	85	-4
O=C(Nc1cccc(-c2nc3ccccc3s2)c1)c1cc(-n2cnnc2)ccc1Cl	.	-2.6	.	.	14	-18	10	.	.
COC(=O)c1cc(Br)c(=O)n(-c2ccccc2OC)c1	94	0.29	4	102	-31	26	7	96	3[fluorescence artefact?]
Cc1cc(-c2csc(N)n2)c(C)n1CCC(C)C	86	0.31	-131	91	-1	-12	-6	102	9
CCN1CCN(C(=O)C2c3cc(OC)c(OC)cc3C(=O)N3CCc4ccccc4C23)CC1 (stereo not drawn)	95	-0.61	12	100	3	-10	-5	95	4

Grouped by structure: the compounds so far containing a nitro group on carbon (two)
SMILES	H69AR growth 86K	PTK2B oligo ant	HUVEC tox IL1B	HUVEC inhibit	F-actin modifier	HUVEC tox TNFa	VCAM1 TNFa inh	Fibroblast inh	Smad3 inh
COc1ccc(NC(=O)CN2CCC(C)CC2)c([N+](=O)[O-])c1	.	-0.99	-35	.	-12	21	12	.	.
Cc1nn(-c2cc(N3CCOCC3)ccc2[N+](=O)[O-])c(=O)c2ccccc12	101	-1.4	.	91	17	-30	-7	96	5

Remaining list, next part:
SMILES	H69AR growth 86K	PTK2B oligo ant	HUVEC tox IL1B	HUVEC inhibit	F-actin modifier	HUVEC tox TNFa	VCAM1 TNFa inh	Fibroblast inh	Smad3 inh
COC(=O)CSc1nc2ccccc2nc1SCC(=O)OC	106	0.51	-65	85	.	-14	-2	92	9
Cc1cc(C)n(-c2ccc(C(=O)Nc3nc4ccccc4s3)cc2)n1	15*	-0.71	-17	60	10	-6	-7	102	2
Cc1cccc2cc(CN(Cc3ccco3)S(=O)(=O)c3ccc4c(c3)OCCO4)c(=O)[nH]c12	85	-3	-6	58	-8	-16	-6	87	5
Cc1ccc2ncnc(NCCCN3CCOCC3)c2c1	96	0.42	15	97	-4	-23	1	102	0
Nn1c(SCC(=O)N2CCOCC2)nnc1-c1ccccc1Cl	90	-0.34	-9	95	34	9	28	98	9
COC(=O)c1ccc2c(=O)n(NC(=O)C(c3ccccc3)c3ccccc3)c(=S)[nH]c2c1	88	-0.39	-12	93	.	-64	1	93	-15
CCOC(=O)N1CCC(c2cc(=O)n3[nH]c(-c4ccccc4)cc3n2)CC1	66	.	.	90	.	.	.	95	-4
Cc1cc(C)nc(SCC(=O)Nc2ccc(N3CCOCC3)c(Cl)c2)n1	82	0.82	-5	112	-11	-8	-6	95	9
O=C(NCCCN1CCCC1=O)c1ccc(CNS(=O)(=O)c2ccc(F)cc2)cc1	97	0.77	-48	100	15	-22	-10	98	-7
Cc1cc(C)n2ncnc2n1	109	0.18	-51	81	10	-9	-9	103	0
Cc1cc(C)n(C(=O)CNC(=O)C(c2ccccc2)c2ccccc2)n1	99	0.2	-13	89	1	-10	28	94	1
CCOC(=O)C1CCCN(C(=O)c2ccc3c(c2)OCO3)C1 (stereo not drawn)	91	1.1	-22	89	-15	-16	1	102	6
Cc1cccc(NC(=O)NCc2ccc3c(c2)cc(C)n3C)c1	86	.	7	90	9	-11	5	100	17[fluorescence artefact?]
O=C(O)C1CCCCC1C(=O)NCCc1cccc(Cl)c1 (stereo not drawn)	90	2.2	7	90	11	-23	1	93	1
CC1=CC(C)C(C(=O)O)C(C(=O)O)C1 (stereo not drawn)	97	1.2	-16	96	10	-12	-1	109	1
